Compound activity: PubChem BioAssay, several laboratories
FXIa inh: human FXIa protease inhibitors, primary screen, biochemical, 1536-well | AID 798, 2007 | 220,000 compounds, 0.14% hits | inhibition, % at 5 µM | purified FXIa, Boc-Glu-Ala-Arg-AMC fluorogenic substrate;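 active = inhibition of at least 40%; inactive = inhibition below 40%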;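 also: fluorescence of freed AMC excited at 355 nm; 0% = enzyme without compound and 100% = no enzyme blank; many of its hits are not listed in these tables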
14-3-3 Bad inh: inhibitors of 14-3-3 zeta/Bad binding, primary screen, biochemical, TR-FRET, bovine 14-3-3 zeta; 14-3-3 protein zeta/delta (Bos taurus), P63103; TR-FRET 14-3-3zeta/Dy647-pBad peptide displacement, 1 h; inhibition, % at 21.7 µM; 220,000 compounds, 0.71% hits; AID 781, 2007;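 active = inhibition above about 70%, limit read from the data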;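 also: 0% = full 14-3-3 plus peptide FRET controls and 100% = background without 14-3-3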
Target sequence (P63103 whole entry, looked up): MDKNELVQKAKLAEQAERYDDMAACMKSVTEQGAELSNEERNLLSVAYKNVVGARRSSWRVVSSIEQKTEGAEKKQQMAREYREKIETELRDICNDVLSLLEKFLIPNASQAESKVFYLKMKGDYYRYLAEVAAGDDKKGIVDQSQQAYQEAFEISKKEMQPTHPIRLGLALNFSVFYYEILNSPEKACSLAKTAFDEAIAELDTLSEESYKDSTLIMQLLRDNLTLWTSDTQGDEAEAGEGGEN
thrombin 1536: human alpha-thrombin inhibitors, primary screen, counter-screen for coagulation protease inhibitor project, biochemical, 1536-well, fluorogenic AMC substrate. AID 1046, 2008. inhibition, % at 5 µM. Boc-VPR-AMC fluorogenic substrate cleavage. 220,000 compounds, 0.26% hits. Prothrombin (Homo sapiens), P00734;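 active = inhibition at or above 40%; inactive = inhibition below 40%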;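 also: 0% = enzyme with no compound and 100% = wells without enzyme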
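Material: human alpha-thrombin protein. Incubation: reaction at ambient temperature. Technique: fluorescence of released AMC, ex 355 nm, em 460 nm. Control set: no-compound enzyme wells and no-enzyme blanks. Also added: Boc-VPR-AMC substrate, 15 µM final. Buffer or medium: pH 7.5 Tris (50 mM) with NaCl 150 mM, Tween 20 0.05%.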
FXIIa inh 1536: human FXIIa protease inhibitors, primary screen, biochemical, 1536-well; 220,000 compounds, 0.3% hits; inhibition, % at 5 µM; purified FXIIa, Boc-QGR-AMC fluorogenic substrate, 2 h; in the data active = inhibition above about 40%;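 also: 0% = enzyme with no compound and 100% = blank without enzyme; many of its hits are not listed in these tables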
Target sequence (P00748 20-372 limits assumed): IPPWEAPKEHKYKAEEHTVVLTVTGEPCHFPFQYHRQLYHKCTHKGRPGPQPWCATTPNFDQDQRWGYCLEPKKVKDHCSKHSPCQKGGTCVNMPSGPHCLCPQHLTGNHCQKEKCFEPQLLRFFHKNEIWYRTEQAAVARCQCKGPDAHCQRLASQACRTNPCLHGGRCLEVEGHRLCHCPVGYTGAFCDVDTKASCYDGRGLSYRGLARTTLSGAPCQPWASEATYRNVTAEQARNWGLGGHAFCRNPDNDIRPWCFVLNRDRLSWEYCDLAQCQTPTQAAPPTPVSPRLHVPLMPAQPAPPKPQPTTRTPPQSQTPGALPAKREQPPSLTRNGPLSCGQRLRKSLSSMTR
Target sequence (P00748 373-615 limits assumed): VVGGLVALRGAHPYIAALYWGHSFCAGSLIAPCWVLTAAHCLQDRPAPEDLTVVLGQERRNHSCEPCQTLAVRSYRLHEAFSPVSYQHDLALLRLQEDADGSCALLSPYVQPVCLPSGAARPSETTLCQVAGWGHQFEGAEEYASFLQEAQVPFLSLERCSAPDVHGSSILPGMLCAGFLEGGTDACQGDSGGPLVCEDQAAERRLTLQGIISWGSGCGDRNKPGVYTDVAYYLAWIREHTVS
Hck Nef HTS: inhibitors of Nef-activated human Hck kinase, primary screen, biochemical, Z-Lyte FRET, 384-well, Hck-YEEI. Tyrosine-protein kinase HCK (Homo sapiens), P08631. Recombinant Hck-YEEI plus Nef, Z-Lyte FRET kinase assay. inhibition, % at 20 µM. 220,000 compounds, 0.68% hits. AID 463187, 2010;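 active = Hck-Nef kinase inhibition above about 50%, limit read from the data; inactive = inhibition below that limit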;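 also: 0% = DMSO with Hck plus Nef and 100% = Hck alone without Nef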
Wee1 degr inh: Wee1 degradation inhibitors, primary screen, cell-based, HeLa, Wee1K328M-luciferase, luminescence; reporter increase, % at 5 µM; 220,000 compounds, 1.2% hits; HeLa Luc-Wee1K328M stability; 100% = proteasome inhibitor MG132 effect; Wee1-like protein kinase (Homo sapiens), P30291;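 active = activation above the mean of all tested compounds plus 3 SD, set per screening run, cut at about 8.8% in these data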;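 also: cells exposed to compound for 20 h before luminescence read; 0% = DMSO alone and 100% = MG132 at 30 µM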
Runt-SMMHC FRET: inhibitors of RUNX1 Runt–CBFb-SMMHC binding, primary screen, biochemical, FRET, Cerulean-Runt, Venus-CBFb-SMMHC, uHTS | inhibition, % at 20 µM | Cerulean-Runt/Venus-CBFb-SMMHC FRET ratio 530/480, 1 h | 220,000 compounds, 0.74% hits | Runt-related transcription factor 1 (Homo sapiens) + Core-binding factor subunit beta …;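 active = mean inhibition across duplicate retests at 20 µM reaching about 50%, limit read from the data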;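 also: 0% = DMSO wells and 100% = wells with excess untagged CBFb-SMMHC; inhibitors lower the FRET ratio by blocking Runt binding to CBFb-SMMHC; some results filed as inactive read as strong as hits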
Runt-CBFb FRET: inhibitors of RUNX1 Runt–CBFb binding, primary screen, biochemical, FRET, Cerulean-Runt, Venus-CBFb, uHTS; AID 1496, 2009; 220,000 compounds, 0.46% hits; Cerulean-Runt/Venus-CBFb FRET ratio 530/480, 1 h; inhibition, % at 20 µM;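 active = inhibition over about 50% at 20 µM in the single-dose screen, limit read from the data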;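 also: 0% = DMSO wells and 100% = excess unlabeled CBFb competitor control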
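Assay system: Cerulean-Runt domain fusion protein, energy donor; Signal: fluorescence energy transfer, 422 nm excitation, 530/480 nm emission; Timing: 1 h compound exposure, room temperature; Control set: unlabeled CBFb; Medium: Tris buffer pH 7.5 with salts and BSA; Compound: single test concentration of 20 µM, 1% DMSO final; Probe or stimulus: Venus-CBFb 100 nM.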
KLK5 inh: human KLK5 protease inhibitors, primary screen, biochemical, 1536-well; Kallikrein-5 (Homo sapiens), Q9Y337; recombinant hK5, fluorogenic AMC substrate cleavage; inhibition, % at 5 µM; 210,000 compounds, 0.59% hits;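 active = inhibition of 40% or more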;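 also: 0% = enzyme controls without compound and 100% = no-enzyme blanks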
* marks the source's active call; other numbers are inactive results; / = no result given; [ ] = remark or other dose.

SMILES	FXIa inh	14-3-3 Bad inh	thrombin 1536	FXIIa inh 1536	Hck Nef HTS	Wee1 degr inh	Runt-SMMHC FRET	Runt-CBFb FRET	KLK5 inh
COC(=O)c1cc(S(=O)(=O)N2CCOCC2)c(N2CCOCC2)cc1N1CCOCC1	7	-1	-1	8	-2	-2	-4	1	5
CC(C)(C)NC(=O)COC(=O)c1cc(Cl)ccc1[N+](=O)[O-]	-6	-7	-10	-1	-11	0	0	1	-4
CCCCNC(=O)CCCCC(=O)N/N=C/c1cccc(Cl)c1	-6	1	-2	-1	3	-2	-4	-2	-13
Cc1ccc(NC(=O)c2c([N+](=O)[O-])c(C(C)(C)C)nn2C)cc1	0	-7	-2	10	-2	3	1	-2	-2
COC(=O)c1noc(C)c1-c1ccnn1C(=O)c1ccc(C)cc1	8	1	19	32	-152	0	-6	-1	-1
C#CC1(NC(=O)NCCCC)CCCCC1	2	-5	1	12	12	4	-6	1	/
CCn1c(SCC(=O)N2CCCC2)nc2c(c1=O)SC(C)C2 (stereo not given)	3	7	0	17	-2	-1	-2	1	-1
NC(=NC(=O)c1ccc(OCC(F)(F)F)nc1)c1ccc(Cl)cc1	3	5	1	10	15	-2	-1	0	4
COc1cccc(/C=C/C(=O)NCCc2ccc(OC)c(OC)c2)c1	-1	5[fluorescence artefact?]	-9	0	1	0	-1	2	-3
COc1ccc(-c2nn(-c3ccccc3)cc2C(=O)Nc2nccs2)cc1OC	11	2	3	17	8	2	0	-2	0
O=C(NC(=S)Nc1ccc(S(=O)(=O)N2CCOCC2)cc1)c1ccccc1[N+](=O)[O-]	-5	-2	0	-10	1	-1	-1	1	-20
CCCCOn1c(C)c(C(=O)OCC)c2c3no[n+]([O-])c3ccc21	0	-9	1	-2	1	-2	-8	11	-5
COC(=O)c1ccc(C(=O)NC(=S)Nc2nc3c(s2)CC(C)CC3)cc1 (stereo not given)	1	3	-17	7	3	0	-7	1	-10
COc1ccc(OCCCC(=O)NCc2ccco2)cc1	-4	-1	-4	12	1	0	-3	1	-5
CS(=O)(=O)N(CC(=O)NCc1ccco1)c1ccc(Cl)c(C(F)(F)F)c1	6	0	-1	19	1	3	0	1	-12

Just Hck Nef HTS and FXIa inh, for some of the entries so far:
| compound | Hck Nef HTS | FXIa inh |
| --- | --- | --- |
| NC(=NC(=O)c1ccc(OCC(F)(F)F)nc1)c1ccc(Cl)cc1 | 15 | 3 |
| COc1cccc(/C=C/C(=O)NCCc2ccc(OC)c(OC)c2)c1 | 1 | -1 |

Remaining list, next part:
SMILES	FXIa inh	14-3-3 Bad inh	thrombin 1536	FXIIa inh 1536	Hck Nef HTS	Wee1 degr inh	Runt-SMMHC FRET	Runt-CBFb FRET	KLK5 inh
CC1=NN(c2ccccc2)C(=O)C1N=Nc1ccc(C)cc1 (stereo not given)	-6	1	-1	-2	-28	1	0	-2	-17
O=C(/C=C/c1ccc(Cl)c([N+](=O)[O-])c1)Nc1ccc(N2CCCC2)c(Cl)c1	3	-25[fluorescence artefact?]	-1	10	3	-1	-6	-2	-9
CCOC(=O)N1CCN(CC(=O)c2ccc3c(c2)CCN3)CC1	-1	9	-12	14	15	0	7	0	-7
CSc1nc2nc3c(cc2c(=O)[nH]1)C(O)Oc1ccc(C)cc1-3 (stereo not given)	2	-23	5	10	20	1	-3	1	4
COC(=O)C1C(=O)C=C(Nc2ccc(F)cc2F)CC1c1ccccc1 (stereo not given)	5	-16[fluorescence artefact?]	1	11	6	1	0	1	-22
COc1ccc(-c2nnc3ccc(SCC(=O)NCC4CCCO4)nn23)cc1 (stereo not given)	6	15	0	-3	0	-1	-1	1	1
CC1(OC(=O)C2CCCC2)C(=O)C=C2C=C(c3ccsc3)N(CCCCO)C=C2C1=O (stereo not given)	2	-6	-4	4	19	/	19	4	-1
Cc1ccc(OCCOCCOc2cccc3cccnc23)c(Br)c1	-1	4	-6	3	6	-4	-7	-8	-13
COc1cc(C2C(C(=O)Nc3ccc(F)cc3)=C(C)Nc3nc(CCCO)nn32)cc(OC)c1OC (stereo not given)	-7	7	-3	-6	1	/	-1	2	5
Cc1nnc(Sc2cc(NCCO)c([N+](=O)[O-])c3nonc23)s1	-3	-7	-6	6	-9	8	31	52*	-4
COc1ccc2ncc(S(=O)(=O)c3ccccc3)c(N3CCN(c4ccccc4)CC3)c2c1	-5	-137	-3	1	-2	0	-3	-1	-10
COc1ccc(OC)c(S(=O)(=O)N2CCCCCC2)c1	6	4	4	9	1	2	-1	-3	-20
CN(Cc1nc(C(c2ccccc2)c2ccccc2)no1)CC1COCCO1 (stereo not given)	-1	13	14	7	16	0	/	/	8
Cc1ccc(S(=O)(=O)N2CCCC2C(=O)NC2=NCCS2)cc1 (stereo not given)	-6	1	-7	-3	4	-1	1	-2	-3
Cc1nn(-c2ccccc2)c(C)c1C(=O)NCc1cccs1	19	11	-6	22	-1	-1	-1	0	-11
CC1(C)C2CCC(C2)C1(C)NC(=O)CNC1CCCCC1 (stereo not given)	4	17	-6	2	25	-1	-3	-4	1
CCOC(=O)CCC(NC(=O)c1ccccc1C(=O)NC(CCC(=O)OCC)C(=O)OCC)C(=O)OCC (stereo not given)	-4	-7	1	2	23	1	-4	0	-4
Cc1ccc(-c2cc(C(F)(F)F)c(C#N)c(SCC(=O)O)n2)cc1	12	6	1	13	13	-3	1	-6	16
O=C(Nc1ccn(Cc2ccccc2F)n1)c1ccc(COc2cc(Cl)ccc2Cl)o1	5	0	4	22	1	-2	1	/	-6
O=C(Nc1nc2c(ccc3ccccc32)s1)c1ccco1	5	3[fluorescence artefact?]	1	38	-4	4	-1	0	-7
COC(=O)Oc1cncc(C(=O)O)c1	4	48	-6	14	-2	-3	-1	0	-3
Cc1ccc(OCCC(=O)O)cc1	6	1	-4	8	1	0	0	1	-5
CC(=O)N1c2ccccc2NC2=C(C(=O)CCC2)C1c1ccc(F)cc1 (stereo not given)	5	6	-4	23	0	2	2	-1	-12
CN(c1ccccc1)S(=O)(=O)c1cccc(NC(=O)CSc2ncc(C(F)(F)F)cc2Cl)c1	4	0	0	7	4	0	-5	0	-13
COc1ccc(/C=C/C(O)=C(\C#N)c2nnc(N3CCOCC3)n2-c2ccccc2)cc1OC	0	-5	-2	6	-14	-2	-3	-1	4
O=C(c1ccc(F)cc1)N1CCOCC1	1	10	2	11	8	0	-2	0	-6
O=C(CCC(=O)c1ccc(Oc2ccccc2)cc1)Nc1cccc(Cl)c1	9	1	-5	5	0	-2	-3	-2	-1
O=C(Cn1nnc(-c2ccccc2)n1)NNC(=O)c1ccc(Br)cc1	-6	-9	-9	/	-37	-2	-5	1	-7
COc1ccc(N(CC(=O)Nc2cc(C)ccc2C)S(=O)(=O)c2c(C)nn(C)c2C)cc1	-1	4	-6	8	-2	-1	3	-2	-6
O=C1CNC(=O)/C1=C/c1ccc(O)cc1	12	-6[fluorescence artefact?]	5	13	1	1	-8	/	5
CC1CCCCC1NC(=O)Cn1nnc2ccccc2c1=O (stereo not given)	-6	-3	-11	/	-41	0	-1	3	-6
Cc1ccc(/C=N/Nc2ccc(Cl)c(C(=O)O)c2)s1	-2	-8[fluorescence artefact?]	1	1	-1	7	-5	19	-11
CC(=O)C1=C(O)C(=O)N(c2ccc(C)cc2)C1c1ccc([N+](=O)[O-])cc1 (stereo not given)	-1	-6	-1	5	-7	9	-2	1	0
Cc1ccc(OC(=O)CCC(=O)N2CCc3ccccc32)cc1	2	-6	5	11	3	0	1	-1	-3
Cc1ccc(C(=O)Nc2cc(C(C)C)c(O)c(C(C)C)c2)cc1	-1	1	-5	1	11	-1	0	0	-9
CC(=O)Nc1ccccc1C(=O)C(=O)Nc1cccc(C(=O)N2CC(C)CC(C)C2)c1 (stereo not given)	1	-3	11	-1	-2	-3	2	0	-2
COc1cc(SC)ccc1C(=O)NCc1ccc(C)cc1	-2	14	-4	5	0	-1	0	-4	-1
CC(NC(=O)C(=S)N1CCN(C)CC1)c1ccccc1 (stereo not given)	2	-3	1	11	4	-1	-2	0	4
COc1ccccc1N1CC(C)(C)C(=O)N(C(=O)c2c(F)cccc2Cl)C1=S	-6	4	-3	4	-1	3	-3	3	-1
O=S(=O)(c1ccccc1)N1CCSC1c1ccco1 (stereo not given)	2	-5	-17	0	1	0	1	-2	-5
O=C(N/N=C1/CCSC1)c1cccc([N+](=O)[O-])c1	1	-19	-12	7	-1	-3	2	0	-22
Cc1ccc2c(c1)NCC(C(=O)NCc1ccccc1)O2 (stereo not given)	7	-18	-3	16	-18	-2	0	1	-8
Cc1cc(NN)nc(NS(=O)(=O)c2ccc(Cl)cc2)n1	-8	-11	-13	0	20	-2	4	2	-4
COc1cc(Cl)c(S(=O)(=O)N2CCOCC2)cc1Cl	-18	-2	2	-13	6	0	0	1	3
O=C(CSc1ncc(-c2ccccc2)n1CC1CCCO1)N1CCCCC1 (stereo not given)	4	-3	-1	15	1	-1	-6	-1	5
CCCCCCc1cc2cc(S(=O)(=O)c3ccc(F)c(Cl)c3)c(=O)oc2cc1O	-4	12	-13	-31	55*	-3	63*	19	-29
O=C(Cc1ccc2c(c1)OCCO2)N1CCN(S(=O)(=O)c2cccc(C(F)(F)F)c2)CC1	6	-19	-3	10	5	2	2	-4	-20
Cc1nnc(SCCC(=O)Nc2ccc(F)cc2)s1	1	0	0	17	-2	-2	-4	0	0
COc1ccc(Cn2ccc(=O)c(Cc3c(Cl)cccc3Cl)c2C)cc1	-2	-2	2	-3	0	0	0	0	3
CC(=O)NC1=NN(C(C)=O)C(C)(c2ccc(Cl)s2)S1 (stereo not given)	-3	-10	1	6	1	0	1	-1	-4
COc1cc(OC)cc(C(=O)NN2CCCCC2)c1	20	16[fluorescence artefact?]	2	9	0	1	0	0	-16
COc1ccccc1-c1nc(-c2ccccn2)no1	-3	11[fluorescence artefact?]	-5	9	3	0	-3	2	-3
N#Cc1c2n(cnc1=O)CCCCC2	4	-7	3	-3	2	3	0	-1	1
CC1CN(c2nn3c(=O)c4ccccc4nc3c3ccccc23)CC(C)O1 (stereo not given)	-1	20[fluorescence artefact?]	-4	11	1	2	-1	-6	-4
